SMARCA2 activ – activators of SMARCA2 function | MG213 cells, MMTV-luciferase reporter, dexamethasone, overnight | activation, % at 9.1 µM | hit rate 1% among 370,000 | AID 652017; in the data active means activation above about 7.8%;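 further: 0% = vehicle wells and 100% = reference activator wells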
HGIII-sPLA2 inh – Blocks human group III sPLA2 activity; hit rate 0.56% among 370,000; inhibition, % at 12.2 µM; QFRET BODIPY PC-A2 liposome hydrolysis, fluorescence; Q9NZ20;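 active means inhibition above mean plus 3 SD of compounds lying within the high and low control bounds, cut at about 19% in these data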;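 further: 0% = median of test compound wells and 100% = no enzyme DMSO wells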
GC-A act – GC-A (human) enzyme activation; hit rate 0.14% among 370,000; AID 1671463; HEK293 GC-A cells, cGMP TR-FRET, EC30 ANP; 0% at EC30 ANP, 100% saturating ANP; activation, % at 10 µM; P16066; in the data active means activation above about 40%
DAX1 inh-1 – inhibitors of DAX1 repression of SF-1 activated StAR promoter; inhibition, % at 6.8 µM; hit rate 1.1% among 370,000; HEK293T StAR-luciferase reporter, SF-1/DAX-1 repression relief; AID 652010;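 active means inhibition above the mean over all tested compounds plus 3 SD, cut at about 3.6% in these data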;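 further: 0% = DAX-1 cells with DMSO and 100% = cells lacking DAX-1 with DMSO; higher inhibition means more luminescence from relief of DAX-1 repression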
hcDAF-12 act – activators of H. contortus DAF-12 nuclear receptor; HEK293 hcDAF-12 lit1-tk-luc reporter, luminescence; 0% DMSO, 100% Δ7-dafachronic acid; activation, % at 6.8 µM; hit rate 1.4% among 370,000;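 active means activation above the mean of all tested compounds plus 3 SD, cut at about 5.5% in these data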;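 further: 100% = response to 3 µM Δ7-dafachronic acid high control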
ssDAF12 agonist – activates DAF-12 receptor from parasite S. stercoralis; HEK293 ssDAF-12/GRIP1 lit1-tk-luc reporter, luminescence; % of 3 µM dafachronic acid response; activation, % at 6.8 µM; hit rate 1% among 370,000; AID 652126;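 active means activation above the mean over all tested compounds plus 3 SD, cut at about 0.9% in these data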;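 further: 0% = DMSO-only wells and 100% = 3 µM delta7-dafachronic acid wells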
hgDAF12 agonist – activates the H. glycines DAF-12 receptor ligand-binding domain; HEK293 GAL4-hgDAF12 UAS-luciferase reporter, agonist luminescence; normalized to butyrate control; activation, % at 6.8 µM; hit rate 1.8% among 370,000;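 active means activation above a cutoff set at the mean of all screened compounds plus 3 SD, cut at about 10% in these data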;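 further: 0% = DMSO wells and 100% = sodium butyrate wells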
ADAM10 inh – inhibits human ADAM10; O14672; AID 720582; hit rate 0.62% among 370,000; inhibition, % at 7 µM; recombinant ADAM10, EDANS/DABCYL FRET peptide cleavage, 3 h;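 active means inhibition above a per-campaign cutoff equal to the mean of compounds falling between control-based bounds plus 3 SD, cut at about 20% in these data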;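 further: 0% = DMSO wells while the 100% control is not disclosed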
GAA850 FXN act – increases GAA850 frataxin promoter reporter activity | HEK293 lucGAA850 FXN promoter luciferase reporter, 24 h; percent of 10 µM SAHA response | activation, % at 6 µM | hit rate 0.56% among 360,000;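 active means activation above the average of all compounds screened plus 3 SD, cutoff fixed separately per campaign, cut at about 7.5% in these data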;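 further: 0% = DMSO wells and 100% = 10 µM SAHA wells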
DAX1 inh-2 – inhibits human nuclear receptor DAX1; HEK293 Gal4-DAX1 luciferase reporter, luminescence; inhibition, % at 6.75 µM; hit rate 0.99% among 340,000; AID 504766;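 active means inhibition above the mean over all tested compounds plus 3 SD, cut at about 4.2% in these data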;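 further: 0% = DAX1-transfected cells with DMSO and 100% = empty-vector control cells with DMSO; inhibition shows as a rise in luminescence from relieved DAX1 repression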
GC-B act – GC-B (human) receptor activation. P20594. HEK293-GC-B cells, CNP EC30, cGMP TR-FRET; 0% at EC30 CNP, 100% saturating CNP. activation, % at 10 µM. hit rate 0.11% among 370,000. AID 1920062;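 active means activation at 10 µM reaching about 35% in either raw or pattern-adjusted values, limit read from the data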
Target sequence (P20594 whole entry, looked up): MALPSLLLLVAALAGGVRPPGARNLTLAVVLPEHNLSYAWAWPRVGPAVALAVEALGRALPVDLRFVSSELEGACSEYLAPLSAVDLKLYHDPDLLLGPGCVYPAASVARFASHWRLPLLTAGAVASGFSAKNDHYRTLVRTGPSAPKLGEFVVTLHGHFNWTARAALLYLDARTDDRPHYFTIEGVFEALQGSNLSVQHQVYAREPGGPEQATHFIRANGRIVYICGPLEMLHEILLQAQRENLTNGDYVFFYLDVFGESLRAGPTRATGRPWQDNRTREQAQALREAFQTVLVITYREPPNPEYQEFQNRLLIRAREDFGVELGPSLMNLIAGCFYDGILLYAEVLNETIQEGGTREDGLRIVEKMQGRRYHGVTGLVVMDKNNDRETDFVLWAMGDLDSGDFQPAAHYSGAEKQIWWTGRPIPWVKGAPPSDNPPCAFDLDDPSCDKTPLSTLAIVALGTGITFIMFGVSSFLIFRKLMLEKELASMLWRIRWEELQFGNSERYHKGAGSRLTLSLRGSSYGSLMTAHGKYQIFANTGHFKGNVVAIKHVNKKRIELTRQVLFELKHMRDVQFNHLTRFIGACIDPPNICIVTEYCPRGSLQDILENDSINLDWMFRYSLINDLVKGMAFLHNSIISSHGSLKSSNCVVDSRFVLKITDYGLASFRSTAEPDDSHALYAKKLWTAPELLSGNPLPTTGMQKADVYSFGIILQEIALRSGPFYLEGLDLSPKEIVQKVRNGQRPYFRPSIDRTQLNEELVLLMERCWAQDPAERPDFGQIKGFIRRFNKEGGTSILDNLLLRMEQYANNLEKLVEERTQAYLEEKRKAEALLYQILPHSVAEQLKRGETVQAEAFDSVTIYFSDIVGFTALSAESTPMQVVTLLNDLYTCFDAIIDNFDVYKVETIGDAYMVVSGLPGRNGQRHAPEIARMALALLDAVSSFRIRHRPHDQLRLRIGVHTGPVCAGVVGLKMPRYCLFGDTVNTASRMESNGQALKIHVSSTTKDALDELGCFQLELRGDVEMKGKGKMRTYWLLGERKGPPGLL
An asterisk follows results filed as active; . = no result given. Rows are unselected; overall some 6.6% were active at least once.

SMILES,SMARCA2 activ,HGIII-sPLA2 inh,GC-A act,DAX1 inh-1,hcDAF-12 act,ssDAF12 agonist,hgDAF12 agonist,ADAM10 inh,GAA850 FXN act,DAX1 inh-2,GC-B act
CCOC(=O)C1CN(C(=O)OCC)CC1=NNC(N)=O (centres undefined),1,5,1,-0.1,-0.1,-1.2,-1.3,-2,-1.2,0.2,0
CC1CCN(C(=O)CSc2nc(C3CC3)nc3ccccc23)CC1,-4,0,5,0.5,-1.4,-0.6,-1.4,15,-0.5,-0.3,-2
CC(C)(C)Nc1nc(Cl)nc(NC2CCCCC2)n1,4,5,2,0.2,-0.5,-1.8,2.8,6,6.1,0.8,0
CN1CCCC1CCOC(C)(c1ccccc1)c1ccc(Cl)cc1 (centres undefined),-1,10,-35,-1.1,0.3,0.0,2.2,-36,-1.8,-0.2,-20
CCOC(=O)Cn1nc(Cc2ccccc2)c2ccccc2c1=O,-2,8,2,-0.2,-1.6,-1.1,-2.1,8,-1.3,1.5,7
Nc1nc2c(s1)C(=O)CC(c1ccccc1)C2 (centres undefined),-1,-2,-5,-0.4,-0.3,-1.2,1.0,0,1.6,-0.5,-14
CCCc1cc(=O)oc2cc(OCC(=O)N3C[C@H]4C[C@@H](C3)c3cccc(=O)n3C4)c(Cl)cc12,1,-3,-1,-1.0,-0.5,-1.6,-0.8,-40,-0.3,-3.2,-3
O=C(NNC(=S)NC(=O)C12CC3CC(CC(C3)C1)C2)c1ccncc1,-2,24*,3,-1.3,0.4,-0.8,1.1,-4,-2.0,-1.1,5
CCCCN(CCCC)CCCNC(=O)CN1C(=O)COc2ccc(S(=O)(=O)N3CCC(C)CC3)cc21,-2,-2,-6,0.4,-2.0,-1.4,-0.7,-2,-3.2,0.7,-3
Nc1nnc(CSCc2cccc(Br)c2)s1,3,-1,-2,1.9,-0.5,-1.1,0.8,9,2.5,0.4,3
CC(Cl)C(=O)N1CCC(C(=O)NCC2COc3ccccc3O2)CC1 (centres undefined),-3,4,5,-0.2,-0.1,-0.8,3.2,-8,.,.,-7
COC(=O)c1cc(OC)c(OC)cc1NC(=O)C(C)Sc1ccc(C)cc1 (centres undefined),-3,-3,-12,0.5,-2.3,-1.5,1.0,1,1.1,0.1,-15
COC(=O)[C@]12CCCCC=C1N(CCc1ccc(OC)c(OC)c1)C(=O)[C@H](CC(=O)NCc1cccs1)C2,0,-5,0,-1.0,0.7,-0.5,-2.1,-7,.,.,2
COc1ccc2cnnc(SCC(=O)Nc3ccc(C(C)=O)cc3)c2c1OC,-2,7,6,-0.6,0.4,-0.7,1.3,-26,2.1,1.5,-1
CC(=O)Nc1cccc(NS(=O)(=O)c2cc3c4c(c2)CCN4C(=O)CC3)c1,2,1,-14,-0.6,-1.5,-1.2,1.6,-5,0.4,-0.4,-8
O=S(=O)(c1ccc(NC(=S)N2CCCCC2CO)cc1)N1CCOCC1 (centres undefined),-3,10,-2,-0.8,-1.2,-1.2,-4.3,-13,0.2,0.2,2
O=S1(=O)c2ccc(Br)cc2N2CCC[C@@H]2CN1Cc1ccccc1,-5,5,-6,-3.6,-0.7,-1.3,0.0,8,-5.0,-3.2,-4
Cc1[nH]n(-c2cccc3ccccc23)c(=O)c1/C=N/c1sc2c(c1C#N)CCC2,-1,13,0,-0.2,-1.2,-0.3,-1.3,-7,1.0,-0.3,2
Cc1nc(C)c(C(=O)OCC(=O)N(C)c2ccccc2)s1,-1,1,5,-0.9,-0.8,-0.8,1.3,0,0.2,0.3,1
COc1ccc(-c2cc(C(=O)NCC3CCCO3)on2)cc1OC (centres undefined),-4,12,-2,-0.2,0.6,-1.2,1.1,11,-0.7,0.3,-4
COc1ccc(N=Cc2nc(-c3ccccc3)oc2OC(=O)c2ccccc2)cc1,4,9,-16,3.7*,5.5,0.6,12*,-5,5.2,0.8,-4
CC(C)CN(C(=O)CN1C(=O)C2CCCCC2C1=O)c1c(N)n(Cc2ccccc2)c(=O)[nH]c1=O (centres undefined),0,-5,0,-0.6,0.8,-0.3,0.8,-13,0.0,0.5,7
O=C(Nc1ccc2ccccc2c1)c1cccnc1,2,-5,1,4.7*,2.8,0.0,8.2,-3,3.9,2.2,-3
O=C(CSCc1ccccn1)Nc1ccccc1,2,3,0,1.0,-0.8,0.2,2.3,5,4.4,0.8,4

Among those listed so far, two have an NH in an aromatic ring:
SMILES,SMARCA2 activ,HGIII-sPLA2 inh,GC-A act,DAX1 inh-1,hcDAF-12 act,ssDAF12 agonist,hgDAF12 agonist,ADAM10 inh,GAA850 FXN act,DAX1 inh-2,GC-B act
Cc1[nH]n(-c2cccc3ccccc23)c(=O)c1/C=N/c1sc2c(c1C#N)CCC2,-1,13,0,-0.2,-1.2,-0.3,-1.3,-7,1.0,-0.3,2
CC(C)CN(C(=O)CN1C(=O)C2CCCCC2C1=O)c1c(N)n(Cc2ccccc2)c(=O)[nH]c1=O (centres undefined),0,-5,0,-0.6,0.8,-0.3,0.8,-13,0.0,0.5,7

Following part:
SMILES,SMARCA2 activ,HGIII-sPLA2 inh,GC-A act,DAX1 inh-1,hcDAF-12 act,ssDAF12 agonist,hgDAF12 agonist,ADAM10 inh,GAA850 FXN act,DAX1 inh-2,GC-B act
CCc1ccc(NC(=O)CCCOc2cc(=O)n(C)c3ccccc23)cc1,-1,8,-5,1.0,-0.5,-1.2,4.0,-14,0.2,.,0
S=C(NCCCN1CCOCC1)Nc1cccc(Cl)c1,0,3,1,0.2,-0.7,-2.1,-0.8,5,2.4,-0.8,6
O=C1NC(=Nc2cccnc2)S/C1=C/c1ccc(F)cc1,8.4*,-2,1,-0.1,-0.3,-1.6,-0.2,6,-0.7,.,-5
COc1ccc(C(=O)Nc2ccc(Cl)cc2F)cc1S(=O)(=O)N1CCCC1,-3,8,-1,-1.2,-1.0,-1.3,-0.5,-7,0.8,-0.4,2
Cc1cc(C)c(COc2ccc(/C=N/n3c(C)n[nH]c3=S)cc2)c(C)c1,0,-3,-9,-0.3,-1.5,-0.9,4.5,4,3.5,-0.7,-4
O=C(C1CCCC1)N1CCN(S(=O)(=O)c2ccc(F)cc2)CC1,0,-3,4,-0.5,-0.3,-1.3,-1.2,0,0.8,-0.1,1
CCCCn1c(N)c(N(CC)C(=O)c2ccc(C)cc2)c(=O)[nH]c1=O,-2,1,1,0.1,0.1,-1.1,-1.5,1,0.5,0.6,6
COC(=O)CSc1nnc(CNc2ccc(F)cc2)o1,-1,-3,-1,0.3,-2.0,-1.3,-0.2,-2,1.3,-0.7,-2
CC(C)(CNC(=O)c1cccc(S(=O)(=O)Nc2ccc(SC(F)F)cc2)c1)N1CCOCC1,-3,-9,-1,-1.1,-2.0,-1.0,0.5,-14,-1.1,-0.6,2
Cc1n[nH]c(C)c1CS(=O)(=O)c1ccccc1,1,-1,0,-0.2,-1.0,-1.7,3.3,1,0.2,-0.3,4
CCSc1nnc(NC(=O)c2ccc(F)c(S(=O)(=O)N3CCOCC3)c2)s1,-1,11,2,-0.8,-0.8,-0.8,1.5,-4,1.1,0.0,0
COc1cc(/C(C)=N/N2CCOCC2)cc(OC)c1OC,-1,3,0,-0.4,-0.4,-0.5,-0.9,-2,1.3,-0.1,4
Cc1cc(N/C=C/C(=O)c2ccc(Br)cc2)no1,4,-4,15,0.9,2.0,-0.3,3.8,-4,3.3,-0.3,-7
COc1ccc(N2CCN(Cc3nc4ccsc4c(=O)[nH]3)CC2)cc1,-2,5,-1,0.4,-0.1,-1.1,-0.9,0,2.4,-0.4,-3
COc1cccc(C(=O)NC(=S)Nc2ccc(N(C)C)cc2)c1,3,7,0,0.6,-0.3,-0.6,18*,14,3.7,0.4,-1
COc1cccc(CNS(=O)(=O)c2cc3c(cc2Cl)NC(=O)CO3)c1,2,-7,0,0.6,1.4,-1.3,2.4,-2,0.9,0.3,0
O=C(O)C1CCCCC1C(=O)Nc1ccc(OCc2ccccc2)cc1 (centres undefined),-2,5,3,-0.2,-1.6,-1.1,3.8,6,-1.0,1.1,1
COc1ccc(C(=O)COc2ccccc2N2C(=O)C3C4C=CC(C4)C3C2=O)cc1 (centres undefined),5,1,-2,0.8,3.1,-0.8,5.9,8,3.3,0.7,0
O=C(COC(=O)c1ccc(O)cc1)Nc1cc(C(F)(F)F)ccc1N1CCOCC1,-1,-10,-3,-1.1,0.0,-1.3,2.6,-7,0.8,-0.4,4
COc1ccc(C2CC2/C(=N/OC(=O)c2cccs2)c2ccccc2)cc1 (centres undefined),7,2,4,1.5,1.2,-0.2,6.1,11,5.1,0.6,5
Cc1ccc(N2C(=O)N(CC(=O)Nc3ccc(C)c(C)c3[N+](=O)[O-])C(=O)C2C)cc1 (centres undefined),-3,-5,-3,-0.2,0.2,-1.0,-0.2,-2,1.1,0.1,-1
Cc1csc(NC(=O)CSc2nnc(C)s2)n1,-2,1,3,-0.1,1.4,-1.2,0.9,-4,-0.4,0.5,-10
CC1CN(C(=S)Nc2ccccc2)N(c2ccccc2)C1 (centres undefined),1,2,1,-0.7,0.9,-1.4,0.8,5,3.0,-0.4,-2
Cc1ccc(N2C(S)=C(C#N)C(=O)NC23CCCCC3)cc1,3,19,2,-0.4,0.1,-1.3,-0.2,-1,3.1,-1.1,4
O=C(NCc1cccs1)C1CCCN(S(=O)(=O)c2ccc3c(c2)OCO3)C1 (centres undefined),4,1,5,-0.5,-1.9,-1.3,-2.1,5,-0.9,-0.4,3
CCN(CC)S(=O)(=O)c1cc([N+](=O)[O-])ccc1NNC(=O)Nc1ccc(Cl)c(Cl)c1,-1,-2,4,-1.3,-1.9,-1.6,0.2,9,-3.2,-1.9,7
c1csc(-c2csc3ncnc(NCCCN4CCOCC4)c23)c1,-6,6,2,-3.0,-3.4,-2.4,0.3,-13,-3.4,-2.6,2
NS(=O)(=O)c1ccc2ccccc2c1,-2,2,0,0.1,-2.4,-1.7,0.2,-1,-1.3,2.5,6
CC(=O)Nc1cccc(OCc2ccc(F)cc2)c1,1,-1,14,-0.6,-0.8,-1.0,0.8,0,4.1,-0.3,4
COc1ccc(/C=N/n2c(C)nc3ccccc3c2=O)cc1OC,-1,8,3,0.0,-0.1,-0.7,-0.3,-8,1.8,1.0,2
CC(C)c1ccc(NC(=O)N2CCN(S(=O)(=O)c3ccccc3)CC2)cc1,3,-3,6,0.1,-0.7,-1.3,-1.0,-101,-1.2,-0.3,-3
O=C(Cc1ccc(Cl)cc1)Nc1ncccn1,-2,7,-2,-0.6,-2.2,-1.3,-0.6,-9,-0.1,1.2,3
Cc1cccc(N(C(=O)CCC(=O)Nc2cc(C)on2)C(C(=O)NC2CCCC2)c2ccncc2)c1 (centres undefined),-2,8,1,-0.3,-0.4,-1.0,-0.3,-6,1.7,0.9,-4

Assay outcomes as filed in PubChem BioAssay.
